Glyco luc inh = increase of ERlucT glycosylation luciferase signal, primary screen, N-linked glycosylation inhibitor project, D54 ERlucT cells, luminescence, set 2. D54 ERlucT glycosylation luciferase reporter, 24 h; percent of 100 nM tunicamycin response. reporter increase, % at 12.5 µM. 360,000 tested, 0.23% active;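 active = mean luciferase reporter signal, scaled so untreated is 0 and the glycosylation-blocking control 100, at or above a set limit in every replicate; inconclusive = mean reaches the limit but not every replicate does; inactive = mean below the limit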;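 also: luciferase carries N-glycosylation sites so blocking glycosylation raises the light; 0% = median of neutral control wells and 100% = median of 100 nM tunicamycin wells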
HTR2A ag = mouse Htr2a agonists via beta-arrestin recruitment, primary screen, cell-based, luminescence | 5-hydroxytryptamine receptor 2A (Mus musculus), P35363 | activation, % at 7.6 µM | CHO-K1 mHTR2A beta-arrestin complementation; percent of 30 µM serotonin response | 360,000 tested, 0.66% active;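 active = activation above a run cutoff, the mean activation of all tested compounds plus 3 SD, cut at about 14% in these data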;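 also: 0% = plate median of compound wells and 100% = 30 µM serotonin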
Target sequence (P35363 whole entry, looked up): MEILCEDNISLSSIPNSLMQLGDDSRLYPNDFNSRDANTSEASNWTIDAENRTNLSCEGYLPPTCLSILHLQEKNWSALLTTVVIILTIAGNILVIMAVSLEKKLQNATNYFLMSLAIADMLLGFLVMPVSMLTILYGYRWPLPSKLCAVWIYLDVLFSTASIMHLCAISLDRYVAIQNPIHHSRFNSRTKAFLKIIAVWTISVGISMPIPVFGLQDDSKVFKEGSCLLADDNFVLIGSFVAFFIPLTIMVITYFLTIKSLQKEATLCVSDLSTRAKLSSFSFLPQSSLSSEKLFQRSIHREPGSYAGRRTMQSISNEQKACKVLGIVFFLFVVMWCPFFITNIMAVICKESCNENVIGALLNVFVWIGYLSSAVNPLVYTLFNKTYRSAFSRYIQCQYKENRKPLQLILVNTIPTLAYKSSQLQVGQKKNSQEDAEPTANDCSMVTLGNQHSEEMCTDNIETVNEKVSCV
aDG glyco act = activators of alpha-DG glycosylation, primary screen, uHTS, Pro5-aDG cells, AlphaScreen; alpha-DG glycosylation AlphaScreen (IIH6); 0% Pro5, 100% B10-LARGE cell signal; activation, % at 10 µM; 360,000 tested, 0.22% active;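 active = activation of at least 8% versus controls, or a plate z-score of at least 8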;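 also: Pro5 are CHO cells carrying HIG-tagged alpha-DG that lacks glycosylation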
Exocytosis inh = LAMP-1 surface exposure blockers, TALL-104 cells – cell-based, flow cytometry, MLPCN library, primary screen | AID 651702, 2012 | inhibition, % at 10 µM | TALL-104 LAMP-1 surface exposure; cells stimulated with thapsigargin and PMA | 360,000 tested, 0.66% active;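 active = inhibition above about 55%, limit read from the data; inconclusive = no clear call, values can overlap the other calls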
PDI inh = inhibitors of human PDI, primary screen, biochemical, turbidity, single point, plate reader. Protein disulfide-isomerase (Homo sapiens), P07237. PDI insulin aggregation turbidity, A650, 90 min. inhibition, % at 10 µM. 350,000 tested, 0.052% active;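 active = mean inhibition across replicates of 30% or more, whatever share of single replicates reach that level; inconclusive = mean inhibition below 30% while every single replicate reaches 30%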;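 also: absorbance from insulin aggregation driven by PDI reduction with DTT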
Target sequence (P07237 whole entry, looked up): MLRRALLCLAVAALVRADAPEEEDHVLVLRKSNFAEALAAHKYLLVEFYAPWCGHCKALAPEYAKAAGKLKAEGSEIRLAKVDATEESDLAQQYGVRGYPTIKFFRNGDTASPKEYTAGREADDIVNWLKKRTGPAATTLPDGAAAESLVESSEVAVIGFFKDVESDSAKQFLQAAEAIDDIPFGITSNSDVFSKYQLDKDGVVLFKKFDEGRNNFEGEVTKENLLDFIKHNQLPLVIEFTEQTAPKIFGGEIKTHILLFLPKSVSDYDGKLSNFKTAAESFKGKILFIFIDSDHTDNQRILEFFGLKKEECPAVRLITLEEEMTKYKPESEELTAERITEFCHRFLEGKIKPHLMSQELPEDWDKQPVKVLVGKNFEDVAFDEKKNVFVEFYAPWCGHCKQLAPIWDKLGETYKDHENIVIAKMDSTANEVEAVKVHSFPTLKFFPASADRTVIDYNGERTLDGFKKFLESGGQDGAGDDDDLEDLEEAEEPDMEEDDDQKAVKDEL
H9c2 protect = cardioprotection against H2O2-induced cell death, primary screen, uHTS, H9c2 cells, ATPLite luminescence. H9c2 cardiomyocytes, H2O2 injury protection, 2 h. protection from H2O2 cell death, % at 20 µM. 360,000 tested, 0.63% active;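 active = compounds giving at least 50% protection of heart cells from peroxide-induced death in the single-dose screen, raw or plate-pattern-corrected value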;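 also: 0% = DMSO wells with peroxide and 100% = DMSO wells without peroxide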
hiPSC survival = enhancers of single-cell hiPSC survival, primary screen, ATPlite luminescence; 360,000 tested, 0.044% active; survival enhancement, % at 20 µM; AID 602274, 2012; 100% = ROCK inhibitor wells, 0% = DMSO; in the data active = survival enhancement above about 18%;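 also: cells exposed to compounds for 16 hours before the ATP read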
Vif inh = HIV Vif self-association inhibitors, primary screen, imaging, HEK293T, single point. AID 602346, 2012. inhibition, % at 7.49 µM. HEK293T cells, Vif self-association by quenched fluorescence, 24 h. 340,000 tested, 0.35% active; in the data active = inhibition above about 50%, passing the limit was not always enough; inconclusive = no clear call, values can overlap the other calls; inactive = below about 31%; also: some results filed as inactive read as strong as hits
CaV13 FRET inh = Disruptors of the CACNA1D IQ motif to Ca2+-dependent inactivation inhibitor domain association, primary screening, Förster resonance energy transfer in intact living …; 340,000 tested, 0.098% active; AID 743397; inhibition, % at 12.3 µM; HEK cells, CFP/YFP FRET ICDI-IQ, plate reader, 10 min; percent FRET-ratio fall versus neutral wells;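 active = mean replicate inhibition of at least 30% and at least 1% of replicates passing that level; inconclusive = only one of the two criteria is met; inactive = neither criterion is met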;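 also: 0% = median of the neutral control wells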
ABCB6 inh MLPCN = ABCB6 transporter inhibitors, primary screen, K562-ABCB6 cells, flow cytometry, MLPCN library; fluorescence ratio to DMSO, % at 10 µM; 360,000 tested, 0.19% active; K562-ABCB6 porphyrin accumulation, 1 h; active compounds read low;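 active = fluorescence ratio to DMSO below 75%, the collection mean minus 3 SD; inconclusive = too few cells collected in the well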;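 also: signal is porphyrin accumulated inside mitochondria; 100% equals median channel fluorescence of DMSO control wells; lower ratio means ABCB6 inhibition with less porphyrin fluorescence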
* = called active by the depositor; ? = inconclusive; · = no result given.

#	molecule	Glyco luc inh	HTR2A ag	aDG glyco act	Exocytosis inh	PDI inh	H9c2 protect	hiPSC survival	Vif inh	CaV13 FRET inh	ABCB6 inh MLPCN
1	CCOc1cccc2cc(C(=O)Nc3nccs3)c(=O)oc12	0.1	-3.2	0.4	2.5	-2.1	5.0	1.0	1.7	-2.9	95.0
2	CCCN(CC#CC(O)(c1ccccc1)c1cccnc1)CCC (centres undefined)	-3.4	-2.6	0.0	-7.3	8.9	-2.4	0.4	-4.1	-7.3	95.0
3	O=C(COc1ccc(F)cc1)N(Cc1cccs1)C1CCS(=O)(=O)C1 (centres undefined)	1.5	3.5	-0.1	4.7	·	14.5	2.6	4.5	-6.7	100.0
4	Cc1cccc(C(=O)NNC(=O)c2ccc(Br)cc2)c1	1.8	3.5	0.1	-4.6	3.7	-1.1	-0.1	11.0	-3.5	98.0
5	COc1ccc(N(CC(=O)Nc2ccc(S(=O)(=O)N3CCOCC3)cc2)S(=O)(=O)c2ccc(F)cc2)cc1	-3.1	-3.7	-0.7	-2.5	2.4	17.6	-0.8	-15.7	-4.4	96.0
6	O=C(NCc1ccccn1)C1CCN(S(=O)(=O)N2CCCC2)CC1	1.3	-0.7	-0.1	-2.0	6.0	8.9	1.4	-3.6	-8.8	100.0
7	CCOC(=O)c1c(NC(=O)Cn2cnc([N+](=O)[O-])n2)sc2c1CCCC2	-0.2	0.0	0.0	-4.6	-14.2	-5.1	1.5	-0.3	-4.8	90.0
8	CCCCn1c(N)c(N(CC(C)C)C(=O)CCNC(=O)c2ccc(Br)cc2)c(=O)[nH]c1=O	2.0	-3.6	-0.3	-2.1	2.0	1.3	-0.4	-1.2	-6.4	91.0
9	Cc1cc(S(=O)(=O)N2CCOCC2)ccc1OCC(=O)Nc1ccccc1C(F)(F)F	2.2	-4.9	0.1	-15.1	0.8	-10.7	-0.5	1.0	-6.4	95.0
10	C[C@H](CO)N1C[C@H](C)[C@@H](CN(C)S(=O)(=O)c2ccc(F)cc2)Oc2ccc(NC(=O)C3CCCCC3)cc2C1=O	2.4	-4.7	-0.2	-2.8	-1.7	4.9	-0.2	-4.3	-3.1	101.0
11	COc1ccc(Cn2c(CCC(=O)Nc3ccc(C)c(C)c3)nc3cccnc32)cc1	-0.3	-1.4	0.0	4.0	8.6	2.9	-0.4	-2.1	-4.1	87.0
12	CCN(CC)c1ccc(/C=N/n2c(-c3ccccc3Br)n[nH]c2=S)cc1	-4.1	7.8	-0.1	20.6	-5.3	-4.9	-0.4	-2.6	-4.9	99.0
13	CC[C@H](C)[C@H](NC(=O)OCc1ccccc1)C(=O)OCC(=O)Nc1ccc(N2CCOCC2)cc1	-0.7	0.4	0.1	-1.3	-0.6	0.1	-0.5	-9.8	-5.4	101.0
14	COC(=O)c1ccccc1Sc1snnc1C	1.7	-2.7	0.5	-4.3	-0.3	-0.3	-1.5	0.6	-4.4	121.0
15	CCSc1ncc(Cl)c(C(=O)Nc2ccc(S(=O)(=O)Nc3ncccn3)cc2)n1	2.0	5.0	0.3	-8.1	-6.2	5.3	-0.5	8.3	-3.9	108.0
16	COC(=O)C1C2CC3c4[nH]c5cc(OC)ccc5c4CCN3CC2CC(O)C1OC (centres undefined)	-2.8	-0.2	1.0	-2.1	·	-0.9	2.8	-4.0	·	105.0
17	COc1ccc(S(=O)(=O)N2CCOCC2)cc1NC(=O)c1ccccc1C	1.4	7.6	-0.2	-4.9	9.2	-4.2	-0.6	2.0	-6.8	97.0
18	COc1ccccc1NC(=O)CNC(=O)c1ccccc1C	2.1	-1.3	-0.1	-0.9	-0.6	5.2	2.5	10.8	-10.7	104.0
19	CS(=O)(=O)N1CCN(c2ccccc2NC(=O)c2ccc(Br)o2)CC1	-0.5	-1.3	-0.2	8.9	-3.4	24.8	1.3	·	-9.1	103.0
20	Cc1cc(-c2cc(C(=O)O)c3ccccc3n2)c(C)s1	1.8	2.8	-0.2	1.1	-0.7	-3.2	1.8	-0.3	1.1	99.0
21	Cc1ccc(C(=O)OCCc2c(C)[nH]n(-c3ccccc3)c2=O)cc1	0.3	1.6	-0.1	-3.5	-2.0	-5.2	1.0	1.8	-4.6	90.0
22	COC(=O)c1[nH]c2ccc(C)cc2c1NC(=O)CN1CCCC(C)(C)C1	-5.5	1.8	0.0	-7.5	-1.5	0.0	1.2	?	·	108.0
23	Cc1[nH]c2ccc(F)cc2c(=O)c1SC(F)(F)C(F)C(F)(F)F (centres undefined)	3.4	0.7	0.2	-1.9	-15.2	-21.5	-2.5	·	-5.4	91.0
24	COC(=O)CSc1nnc2n(-c3ccc(OC)cc3)c(=O)c3c4c(sc3n12)CCCCC4	0.2	-1.9	0.0	-2.1	6.6	-1.1	-2.8	-16.7	-5.5	99.0

Gathered by group, the entries above with a CF3 group (2)
#	molecule	Glyco luc inh	HTR2A ag	aDG glyco act	Exocytosis inh	PDI inh	H9c2 protect	hiPSC survival	Vif inh	CaV13 FRET inh	ABCB6 inh MLPCN
9	Cc1cc(S(=O)(=O)N2CCOCC2)ccc1OCC(=O)Nc1ccccc1C(F)(F)F	2.2	-4.9	0.1	-15.1	0.8	-10.7	-0.5	1.0	-6.4	95.0
23	Cc1[nH]c2ccc(F)cc2c(=O)c1SC(F)(F)C(F)C(F)(F)F (centres undefined)	3.4	0.7	0.2	-1.9	-15.2	-21.5	-2.5	·	-5.4	91.0

Continued.
#	molecule	Glyco luc inh	HTR2A ag	aDG glyco act	Exocytosis inh	PDI inh	H9c2 protect	hiPSC survival	Vif inh	CaV13 FRET inh	ABCB6 inh MLPCN
25	Cc1cc(C(=O)NCCC2=CCCCC2)no1	-3.4	-5.5	-0.1	-3.1	4.5	4.8	3.2	-1.9	-3.7	108.0
26	COc1ccc(CNC(=O)/C=C/c2ccc(S(=O)(=O)N3CCOCC3)cc2)cc1	-0.4	0.5	-0.1	3.0	-1.7	-4.6	-0.7	-2.0	2.5	96.0
27	COc1cccc(NC(=S)NC2CC3CCCC(C2)N3CC(C)C)c1 (centres undefined)	0.4	-3.5	0.1	2.1	9.3	-7.3	-0.1	5.2	0.4	99.0
28	CCOC(=O)C1CCN(c2c([N+](=O)[O-])c(C(Cl)Cl)nn2-c2ccccc2)CC1	-0.7	2.0	0.3	23.0	7.6	-7.8	-0.9	·	-10.6	99.0
29	CCN(CC(=O)NC(C)(C)C)C(=O)c1ccc2c(c1)S(=O)(=O)c1ccccc1C2=O	1.6	1.5	0.0	-0.3	-1.3	8.8	-0.5	7.7	2.5	95.0
30	COC(=O)C1=C(C)N=c2s/c(=C/c3ccoc3)c(=O)n2C1c1ccccc1 (centres undefined)	0.7	-0.1	-0.2	-2.6	-6.0	12.1	5.4	-17.6	·	234.0
31	CC(C)c1ccccc1NC(=S)N(C)C	-0.6	-0.4	0.0	5.5	5.0	0.5	-0.3	-2.9	-4.6	85.0
32	Cc1ccc(N(CCC(=O)O)S(=O)(=O)c2ccccc2)cc1	1.7	-2.6	-0.3	0.6	3.9	0.0	1.2	14.4	-14.9	88.0
33	CCCCCCC/C=N/Nc1nnc(Cc2ccccc2)c(=O)[nH]1	1.6	-5.1	-0.1	-19.1	2.1	-5.2	0.2	13.7	-20.3	100.0
34	Cn1c(=O)c2c(nc(CN3CCN(c4cccc(Cl)c4)CC3)n2CCc2ccccc2)n(C)c1=O	-1.2	1.5	2.1	-2.6	0.9	-3.8	1.0	-20.6	-0.8	100.0
35	CN(CC(=O)NCCc1ccc(F)cc1)CC(=O)Nc1ccc(F)c(F)c1F	-2.2	-3.5	-0.2	-5.2	-3.7	-2.4	-0.3	-2.6	-6.0	97.0
36	CCOC(=O)c1nnn(-c2nonc2N)c1COc1c(C=O)cccc1OC	2.6	-2.6	-0.7	-1.7	9.7	22.3	-1.2	-10.7	·	93.0
37	Cc1cccc(OCC(=O)NCc2nc(-c3ccccc3)no2)c1	1.0	5.3	0.4	10.5	0.4	-2.7	-0.4	-6.3	-5.1	100.0
38	NS(=O)(=O)c1ccc(NC(=S)NC(=O)c2cccs2)cc1	1.2	-1.2	0.0	-3.8	-3.4	7.7	0.9	24.6	-4.2	100.0
39	COc1ccccc1-c1nc2ccccc2c(=O)n1O	1.5	-0.3	0.1	1.8	4.8	2.7	-0.3	·	-3.9	91.0
40	Cc1ccc(-c2nnc(SCC(=O)N(CC(C)C)c3c(N)n(Cc4ccccc4)c(=O)[nH]c3=O)n2N)cc1	4.3	-3.6	-0.2	-2.0	-2.5	3.0	-0.4	-9.8	·	96.0
41	COc1ccc(-c2csc(NC(=O)Cc3cccc4ccccc34)c2C(=O)O)cc1	2.3	3.6	0.2	1.9	-1.5	-0.6	0.3	3.9	0.6	91.0
42	COC(=O)N/N=C/c1cn(Cc2ccc(Cl)cc2Cl)c2ccccc12	-8.5	2.3	1.3	-1.2	-0.1	-4.9	1.7	-6.7	-4.2	93.0
43	CCOc1ccc(NC(=O)Cn2nnc(C(=O)NCc3ccccc3OC)c2N)cc1	-1.7	-6.3	-0.2	6.4	-0.3	-6.4	-1.6	·	·	115.0
44	CC(=O)Nc1ccc(N2CCCC(C)C2)c([N+](=O)[O-])c1 (centres undefined)	-0.2	-5.7	-0.4	-0.5	-2.1	1.7	-0.5	2.9	2.1	100.0
45	Cc1nc(NC(=O)c2ccccc2)nc2cc3c(cc12)OCO3	1.8	1.1	-0.2	0.2	-0.5	0.7	1.3	-5.7	-5.2	95.0
46	CC1(C(=O)NC2CCCCCCC2)CCC(=O)N1Cc1cccs1 (centres undefined)	0.0	-1.8	0.1	-1.9	5.7	8.2	-2.3	-6.3	-5.6	97.0

Compounds were not picked by outcome; about 3.1% have a hit in one of these screens.
